# TRPM1 prom inh: inhibitors of MITF-dependent TRPM1 promoter reporter, primary screen, cell-based, SK-MEL-5, single point, luciferase | SK-MEL-5 TRPM1 promoter luciferase, 24 h | inhibition, % at 12.5 µM | 330,000 tested, 0.83% active;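 active means mean inhibition across replicates of 60% or more, whatever share of single replicates reaches that level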; further: values of inactives mirror those of a sister screen read the other way
# Peg3 prom inh: Peg3 promoter-driven luciferase inhibitors, primary screen, cell-based, HeLa, luciferase luminescence; AID 588405, 2011; HeLa PEG-Prom luciferase reporter, overnight; inhibition, % at 20 µM; 360,000 tested, 1.7% active;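 active means inhibition of at least 50% at 20 µM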
# HIF-2a block: HIF-2a reporter inhibitors, primary screen, luminescence, 786-0 RCC cells | AID 624352, 2012 | 360,000 tested, 0.72% active | 786-0 RCC cells HIF-2a reporter, luciferase luminescence, overnight | inhibition, % at 18.8 µM;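 active means inhibition of the luminescence signal of 40% or more relative to plate controls, in a single-dose primary screen at 18.75 µM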
# NR2E3 ag-1: inhibitors of NR2E3-RetCOR corepressor binding, primary screen, NR2E3 agonist project, biochemical, TR-FRET, GST-NR2E3, biotin-RetCOR; Photoreceptor-specific nuclear receptor (Homo sapiens), Q9Y5X4; AID 2300, 2010; inhibition of corepressor binding, % at 4.78 µM; 1536-well; 320,000 tested, 0.12% active;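 active means percent inhibition above the cutoff of mean plus 3 SD of all tested compounds, set per screening campaign, cut at about 20% in these data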;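 further: 0% = DMSO wells and 100% = biotin wells as full block of FRET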
# Target sequence (Q9Y5X4 whole entry, looked up): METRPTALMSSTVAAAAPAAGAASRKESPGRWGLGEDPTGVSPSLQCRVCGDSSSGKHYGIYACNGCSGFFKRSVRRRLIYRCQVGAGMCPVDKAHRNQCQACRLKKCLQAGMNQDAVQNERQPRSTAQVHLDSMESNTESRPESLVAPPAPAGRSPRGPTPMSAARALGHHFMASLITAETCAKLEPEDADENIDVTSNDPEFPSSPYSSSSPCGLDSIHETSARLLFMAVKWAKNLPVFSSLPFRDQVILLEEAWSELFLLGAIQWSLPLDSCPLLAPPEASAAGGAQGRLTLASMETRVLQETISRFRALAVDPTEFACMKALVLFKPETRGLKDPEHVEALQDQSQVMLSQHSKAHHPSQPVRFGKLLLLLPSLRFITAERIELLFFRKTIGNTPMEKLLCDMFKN
#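 Material: NR2E3–RetCOR corepressor complex / Amount: 1.35 nM GST-NR2E3 / Medium: Tris pH 7.5 / Compound: single nominal compound dose of 4.8 µM / Incubation: 5 h at 4 °C / Technique: TR-FRET, Eu(K)-anti-GST donor, streptavidin-D2 acceptor, ex 340, em 617/671 nm / Read-out basis: percent loss of FRET ratio relative to control wells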
# TROY signal inh: inhibitors of TROY-driven NF-kB signaling, primary screen, Q293 LMP1-TROYcd cells, NF-kB luciferase, uHTS; 360,000 tested, 0.98% active; inhibition, % at 10 µM; Q293 LMP1-TROYcd NF-kB luciferase reporter, 4 h;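 active means compounds whose plate-normalised and pattern-corrected inhibition of the luciferase reporter signal at the single screening dose is 50% or more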
# NR2E3 ag-2: NR2E3 agonists in two-hybrid cells, primary screen, cell-based, luminescence, CHO-S, Gal4-NCOR/VP16-NR2E3 | Photoreceptor-specific nuclear receptor (Homo sapiens), Q9Y5X4 | luciferase | inhibition of corepressor binding, % at 3.98 µM | 360,000 tested, 0.35% active | AID 602229, 2012;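 active means inhibition above the mean of all tested compounds plus 3 SD, cut at about 70% in these data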;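 further: 0% = DMSO with NR2E3 transfected cells and 100% = cells lacking NR2E3 construct; higher means lower luciferase signal from less NR2E3 corepressor binding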
# KKLEB tox: cytotoxicity in KKLEB CF airway cells, primary screen, cytotoxicity control for CF NF-kB inhibitor project, cell-based, uHTS, fluorescence assay plates; 360,000 tested, 0.36% active; KKLEB CF airway cells viability, ATPlite luminescence, overnight; active compounds read low; cells stimulated with P. aeruginosa culture filtrate; AID 602141, 2011; activity change (cytotoxicity), % at 5 µM;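 active means corrected activity change at or below -50% at 5 µM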
# C8 TRAIL sens: viability loss with TRAIL in NB7+C8 cells, primary screen, TRAIL sensitizer project, cell-based, ATPlite luminescence | AID 624354, 2012 | inhibition (viability loss, TRAIL sensitization), % at 10 µM | 360,000 tested, 1% active;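 active means compounds causing at least 50% loss of cell viability in the single-dose screen, relative to plate controls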
# CF NFkB inh: inhibitors of PAF-induced NF-kB signaling, primary screen, cell-based, GFP fluorescence, uHTS. KKLEB NF-kB-GFP reporter, GFP fluorescence overnight. inhibition, % at 5 µM. 360,000 tested, 0.86% active;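 active means at least 50% inhibition at 5 µM, scaled per plate between neutral and stimulator controls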;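 further: PAF is a Pseudomonas aeruginosa culture filtrate used as stimulus; plate controls were PAF-stimulated DMSO wells for no effect and unstimulated DMSO wells for full effect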
# TWEAK Fn14 block: inhibitors of TWEAK-Fn14 signaling, primary screen, luciferase reporter cells, uHTS | TWEAK-stimulated Fn14 reporter cells, luciferase luminescence, 8 h | inhibition, % at 10 µM | AID 1159606, 2016 | 360,000 tested, 2% active; in the data active means inhibition above about 50%
# Shn3 3UTR inh: reduction of Shn3 3'UTR firefly luciferase signal, primary screen, Schnurri-3 inhibitor project, cell-based, Clone20 osteoblasts, set 2; Clone20 osteoblast Shn3 3'UTR firefly luciferase, 24 h; inhibition, % at 12.5 µM; 360,000 tested, 0.52% active;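 active means mean inhibition of at least 75% with every replicate also reaching 75%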;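 further: 0% = median of neutral control wells and 100% = pilot-screen positive control compound; some compounds past the cut are filed as inactive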
# The depositor's hits bear a star; . = no result given. Not all compounds are listed; count on the stated rates, not on these rows.
SMILES,TRPM1 prom inh,Peg3 prom inh,HIF-2a block,NR2E3 ag-1,TROY signal inh,NR2E3 ag-2,KKLEB tox,C8 TRAIL sens,CF NFkB inh,TWEAK Fn14 block,Shn3 3UTR inh
CCc1ccccc1N(CC(=O)Nc1cccnc1)S(=O)(=O)c1ccccc1,6.9,5.2,14.3,0.1,6.0,-17.6,6.0,3.3,-19.0,-7.0,-3.8
CCC(OC(=O)c1nsc(Cl)c1Cl)C(=O)NC(C)(C)C (stereo not drawn),-4.7,-2.3,12.9,-0.8,21.8,-26.6,5.3,-7.6,-17.2,13.6,0.7
Cn1c(=O)c2sccc2n2c(CCCC(=O)NCc3ccc(F)cc3)nnc12,6.9,10.4,6.3,0.0,4.6,-4.4,-4.0,5.1,21.1,10.4,-6.5
C=CCOC(=O)Cn1cnc2c(sc3nc(C)cc(C)c32)c1=O,-52.4,-222.4,-198.5,-1.0,-58.6,-108.6,-7.9,8.0,19.3,-4.9,-34.5
N#CCSc1ccccc1NC(=O)COC(=O)CCNC(=O)c1ccc([N+](=O)[O-])cc1,14.0,2.5,-15.6,.,0.2,-29.2,-0.5,-0.7,3.6,-16.0,4.7
O=C1CC(C(=O)Nc2ccc(O)c(C(=O)O)c2)C(c2ccccc2)O1 (stereo not drawn),0.1,14.8,4.5,3.5,-14.2,-20.2,-2.3,2.0,-9.3,-10.7,7.9
O=C(NCc1cccnc1)c1ccc(COc2ccccc2Br)cc1,-11.7,-71.1,-104.3,3.3,6.7,-30.1,12.4,24.6,-10.7,22.8,38.4
CN1CCN(NS(=O)(=O)c2ccc(Cl)s2)CC1,1.2,5.4,17.4,0.0,12.0,-16.3,-0.4,-1.7,-8.3,26.7,-9.7
COc1cccc(C(=O)NCC(=O)N/N=C/c2cccc(OC(=O)c3ccc([N+](=O)[O-])cc3)c2)c1,-3.9,0.7,6.7,3.4,27.0,-10.2,3.9,-12.0,-6.6,-36.1,2.1
CCC(=O)N1CCc2cc(S(=O)(=O)NCCC(=O)NCc3ccc(F)cc3)ccc21,7.9,-3.6,7.6,-1.4,-7.4,13.1,-1.2,-0.7,-3.5,-2.6,9.2
O=C(CCn1cnc2ccccc2c1=O)Nc1cccc(Cl)c1Cl,3.5,-6.0,2.5,0.4,20.2,-28.4,6.7,6.4,-3.8,-12.2,-2.7
CCN(c1ccccc1)S(=O)(=O)c1ccc(F)cc1,-13.1,8.6,11.2,0.6,-15.7,-24.7,-3.6,-2.9,1.4,0.4,4.4
Cc1ccc(OCC(=O)Nc2ccccc2Sc2ccc(Cl)cc2)c([N+](=O)[O-])n1,-1.0,10.6,20.0,-1.2,20.4,-11.6,12.0,8.2,-4.2,13.7,20.0
COc1ccc(-c2onc3ccc(Br)cc23)cc1,-19.6,-85.3,-112.1,-1.0,-20.5,-15.7,1.9,8.3,-3.7,4.7,1.4
CCOC(=O)Cc1csc(NC(=S)NC(=O)c2ccc(Cl)cc2)n1,11.4,51.4*,94.8*,-1.5,27.0,-1.0,-10.8,50.9*,-1.5,0.1,20.5
CS(=O)(=O)c1cccc(C(=O)Nc2ccccc2Cc2ccccc2)c1,11.3,6.1,12.1,0.0,-19.4,-7.2,-2.9,-11.3,1.1,4.2,16.8
CCOC(=O)c1cnc2c(ccc3ccccc32)c1Cl,-43.3,-107.5,-168.2,-0.8,-17.3,-8.8,2.3,23.4,-19.5,-22.0,-45.8
COC(=O)c1nc(-c2ccccc2)oc1N(C)C,8.7,4.3,-24.6,0.4,0.2,18.0,5.9,-11.0,-8.3,-13.1,-2.8
O=C(NC1CCCCC1)C(C1CC1)N1CCc2ccccc2C1 (stereo not drawn),.,13.7,7.9,.,6.4,-1.2,12.6,-0.1,-15.4,-1.7,-3.8
O=C(COC(=O)c1ccc([N+](=O)[O-])s1)NCc1ccccc1,10.9,4.0,0.4,-0.2,2.1,-3.7,9.2,-4.6,-9.2,-0.8,-19.1
Cc1nn(S(=O)(=O)c2ccc(Cl)cc2)c(C)c1S(=O)(=O)N1CCOCC1,3.4,3.3,7.0,-1.7,14.6,10.2,-1.5,-9.3,19.0,13.8,-3.3
COc1ccc(C(=O)Nc2nc3nc(-c4ccccc4)cc(=O)n3[nH]2)cc1,2.1,-14.2,11.6,.,18.6,-5.6,4.5,-6.4,2.5,4.6,-7.7
O=C(NCC1COc2ccccc2O1)c1ccco1 (stereo not drawn),1.4,-16.4,-39.7,-2.2,-10.4,-21.3,-3.0,-18.0,-4.0,-5.7,-5.0
CC(=O)Nc1ccc(S(=O)(=O)NCC(=O)OC(C)c2ccccc2Cl)cc1 (stereo not drawn),14.4,17.7,0.0,-0.7,8.8,-8.9,-3.3,-6.5,-3.0,-1.9,17.5
COC(=O)c1ccc(C(=O)NC2CCCN(Cc3ccc(Cl)cc3)C2)nc1 (stereo not drawn),9.7,18.8,23.0,0.1,17.9,-14.7,-16.1,19.9,-3.9,5.1,7.2
CCOC(=O)Cn1nnnc1CN(Cc1ccccc1)Cc1cc2cc(CC)ccc2[nH]c1=O,-12.0,-35.4,-54.7,-2.3,-23.3,-14.3,-0.7,-5.4,9.5,-4.7,-15.5
Clc1ccc(Cc2nnc(-c3cccs3)o2)cc1,-72.0,-235.5,-233.5,2.5,-111.3,-47.9,-3.3,-3.0,-9.4,-20.7,-46.0
C[C@@H]1CN([C@@H](C)CO)C(=O)Cc2cc(NC(=O)Nc3cccc4ccccc34)ccc2O[C@@H]1CN(C)Cc1ccc(C(F)(F)F)cc1,17.9,34.7,15.1,.,7.1,-10.4,-2.9,-12.5,-19.5,5.7,39.9
C[C@H](NC(=O)[C@H]1N2C(=O)c3ccccc3C2SC1(C)C)C(=O)NCc1ccncc1 (stereo partly drawn),5.4,-1.6,3.5,-1.1,-14.0,-1.0,-2.6,2.1,-7.9,-0.2,-1.3
CC(=O)SCCC(=O)Nc1ccccc1,0.8,8.4,-3.9,2.7,-5.1,-9.9,1.7,-6.0,-6.5,5.3,17.1

# Fetched by structure from above, 4 records:
SMILES,TRPM1 prom inh,Peg3 prom inh,HIF-2a block,NR2E3 ag-1,TROY signal inh,NR2E3 ag-2,KKLEB tox,C8 TRAIL sens,CF NFkB inh,TWEAK Fn14 block,Shn3 3UTR inh
COC(=O)c1ccc(C(=O)NC2CCCN(Cc3ccc(Cl)cc3)C2)nc1 (stereo not drawn),9.7,18.8,23.0,0.1,17.9,-14.7,-16.1,19.9,-3.9,5.1,7.2
Clc1ccc(Cc2nnc(-c3cccs3)o2)cc1,-72.0,-235.5,-233.5,2.5,-111.3,-47.9,-3.3,-3.0,-9.4,-20.7,-46.0
O=C(NCC1COc2ccccc2O1)c1ccco1 (stereo not drawn),1.4,-16.4,-39.7,-2.2,-10.4,-21.3,-3.0,-18.0,-4.0,-5.7,-5.0
C[C@H](NC(=O)[C@H]1N2C(=O)c3ccccc3C2SC1(C)C)C(=O)NCc1ccncc1 (stereo partly drawn),5.4,-1.6,3.5,-1.1,-14.0,-1.0,-2.6,2.1,-7.9,-0.2,-1.3

# The list goes on.
SMILES,TRPM1 prom inh,Peg3 prom inh,HIF-2a block,NR2E3 ag-1,TROY signal inh,NR2E3 ag-2,KKLEB tox,C8 TRAIL sens,CF NFkB inh,TWEAK Fn14 block,Shn3 3UTR inh
COC(=O)/C(=C/c1cccnc1)NC(=O)c1ccccc1,-3.5,-13.5,23.6,-2.7,-6.4,-17.8,12.8,-7.1,-16.9,5.9,0.9
COC(C[C@H](O)C[C@@H](O)COCc1ccccc1)OC,-8.4,-13.8,-2.6,.,-5.4,-0.2,12.4,-12.5,3.7,4.5,-17.7
CCOC(=O)C1CCCN(C(=O)c2ccc(Cl)c(S(=O)(=O)N3CCCCC3)c2)C1 (stereo not drawn),4.5,5.0,-0.2,1.1,8.5,1.0,3.5,17.5,-4.4,13.7,15.7
O=C(NC(=S)NNC(=O)[C@H]1C[C@@H]1c1ccccc1)c1cccc(F)c1,6.9,1.8,10.6,0.0,-13.5,-21.5,-8.7,3.8,7.0,4.2,.
O=S(=O)(Nc1nc2ccc(S(=O)(=O)N3CCCC3)cc2s1)c1ccc(F)cc1,7.7,19.7,6.4,-2.0,-6.9,-8.8,11.2,-6.8,-0.4,9.0,14.0
CCc1ccc(/C=C2\SC(=S)N(CCCC(=O)Nc3nccs3)C2=O)cc1,6.9,4.5,36.7,-1.3,30.4,1.8,-15.4,3.8,13.2,-1.2,25.7
CC1(C)C2CC[C@]3(C)C(CC=C4[C@@H]5C[C@@](C)(CO)CC[C@]5(C(=O)O)CC[C@]43C)[C@@]2(C)CC[C@@H]1O (stereo partly drawn),.,5.2,7.0,-0.1,2.8,2.1,2.9,-10.7,-3.7,-12.1,-16.6
COC(=O)C1CCN(CC(=O)NC(=O)Nc2ccccc2F)CC1,-8.1,-48.2,-24.8,.,-1.2,-2.4,4.1,2.7,17.8,-6.9,3.3
COc1ccc(-c2nc(-c3cccnc3)no2)cc1OC,-57.4,-192.6,-185.9,1.2,-30.7,-64.1,-0.2,-12.2,5.0,84.3*,-15.7
CC(C)OCCCNC(=O)CNC(=O)c1cccs1,6.3,-0.1,-6.9,-4.4,-24.1,-7.6,6.4,-27.2,-5.5,0.5,-13.7
CC(=O)NC(c1ccccc1)c1nc(-c2ccc(Cl)cc2)cs1 (stereo not drawn),.,-20.0,-173.0,.,-1.6,-9.3,6.1,8.5,-21.9,-19.3,5.7
COC(=O)c1ccccc1NC(=O)CNc1cc(Cl)ccc1N1CCOCC1,22.1,35.0,3.1,-1.2,-20.0,-18.0,-14.2,0.0,8.1,10.3,45.6
CCc1nnc(NC(=O)CSc2nnc(-c3cccnc3)n2CC)s1,6.2,3.1,7.1,-0.6,15.9,-0.1,4.6,-0.4,-4.0,-4.7,8.4
Cc1ccccc1C(=O)Nc1ccccc1NC(=O)c1ccccc1C,-32.5,20.6,20.5,.,10.1,-5.1,-5.6,-10.4,-10.4,1.8,18.4
O=c1[nH][nH]c2cc(=O)n(-c3ccc(Cl)cc3)nc12,7.4,-1.1,15.6,-1.7,-4.5,-5.9,3.2,5.5,-0.2,-6.3,-11.4
COC(=O)C1=C(C(=O)OC)[C@@H]2N(C)c3ccccc3[C@@]23C[C@@H](CO)N(C(=O)NCCBr)C3=N1,2.5,6.3,7.4,1.9,-8.5,-4.7,0.4,5.3,-7.1,-27.2,-14.7
O=C(NCc1ccc(N2CCCC2=O)cc1)Nc1ccccc1,-4.9,-4.5,-25.3,2.5,16.7,-27.5,1.6,0.4,-3.7,7.3,-17.0
